Source: PubChem
HCV NS3 hel inh – inhibitors of HCV NS3 helicase, primary screen, biochemical, Cy5 molecular beacon fluorescence; Hepatitis C virus NS3 helicase; inhibition, % at 10.9 µM; AID 1800, 2009; 0.56% of 290,000 active; NS3 helicase DNA unwinding;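 active means inhibition above the mean of all tested compounds plus 3 SD, set per campaign, cut at about 35% in these data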;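 further: 0% = DMSO wells and 100% = thioflavine S control wells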
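Measured by: Cy5 fluorescence, 0 and 60 min reads / Assay system: NS3 helicase fragment of HCV / Control set: low DMSO, high thioflavine S at 110 µM / Times: 1 h reaction at 25 °C, ATP-initiated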
DNA FID counter – compounds displacing fluorescent DNA intercalator, primary screen, artefact control for HCV NS3 helicase inhibitor project, biochemical, FID fluorescence; DNA fluorescent intercalator displacement; 0.17% of 290,000 active; AID 1845, 2009; inhibition, % at 7.9 µM; in the data active means inhibition above about 37%;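 further: 0% = vehicle and 100% = reference compound; higher means more ethidium bromide displaced from hairpin DNA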
SUMO HTRF inh – inhibitors of in vitro SUMOylation cascade, primary screen, biochemical, HTRF, uHTS. 0.36% of 290,000 active. inhibition, % at 35 µM. AID 2006, 2009. SUMO-conjugating enzyme UBC9 (Homo sapiens), P63279. HTRF SUMOylation assay, SAE1/SAE2 + UBC9; in the data active means inhibition above about 50%, passing the limit was not always enough; further: strong numbers were not always called active
Target sequence (P63279 whole entry, looked up): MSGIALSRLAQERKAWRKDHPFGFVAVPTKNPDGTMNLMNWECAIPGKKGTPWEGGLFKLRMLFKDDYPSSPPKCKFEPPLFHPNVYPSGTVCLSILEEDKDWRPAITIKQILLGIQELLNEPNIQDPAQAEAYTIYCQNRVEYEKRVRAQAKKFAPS
p-CIP stab down – p/CIP-EGFP fusion destabilizers, primary screen, fluorescence, F442A cells; Q05BA5; 16 h; decrease of EGFP signal, % at 10 µM; 0.01% of 290,000 active; AID 1984, 2009;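 active means EGFP signal decrease of at least 30% at 10 µM or well 3 SD below plate mean, unless failing retest; inactive means the rest, including hits failing retest or dose response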; further: some compounds called inactive have numbers as strong as hits; many of its hits are not listed in these tables
VIM-2 inh – VIM-2 metallo-beta-lactamase inhibitors, primary screen, biochemical, epi-absorbance readout, Pseudomonas aeruginosa enzyme; purified VIM-2, nitrocefin hydrolysis, epi-absorbance fluorescence; inhibition, % at 5.6 µM; 0.89% of 290,000 active; AID 1527, 2009;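 active means inhibition above the mean of all tested compounds plus 3 SD, cutoff set per screening run, cut at about 7.5% in these data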;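 further: red hydrolysis product quenches plate fluorescence so inhibitors raise well fluorescence; 0% = enzyme with DMSO and 100% = DMSO without enzyme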
IDE act – human IDE activators in live cells, primary screen, fluorescence polarization, HEK cells, FAbeta-B substrate; Insulin-degrading enzyme (Homo sapiens), P14735; FAbeta-B cleavage; 0% vehicle, 100% cell-free pure enzyme wells; activation, % at 5.96 µM; 0.073% of 340,000 active;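 active means activation above the mean of all tested compounds plus 3 SD, set per screening campaign, cut at about 17% in these data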
IMP-1 inh – IMP-1 metallo-beta-lactamase inhibitors, primary screen, biochemical, epi-absorbance readout, Pseudomonas aeruginosa enzyme. metallo-beta-lactamase IMP-1 (Pseudomonas aeruginosa). purified IMP-1, nitrocefin hydrolysis, epi-absorbance fluorescence. inhibition, % at 5.6 µM. 0.45% of 290,000 active;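 active means inhibition above the mean plus 3 SD of all compounds in the same screening run, cut at about 4.5% in these data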;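 further: 0% = IMP-1 with DMSO and 100% = DMSO wells lacking enzyme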
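System – purified recombinant IMP-1 beta-lactamase · Input – IMP-1 dispensed at 0.2 nM · Timing – 15 min preincubation plus 25 min reaction at 25 °C · Signal – Epi-absorbance fluorescence, 480 nm excitation, 530 nm emission · Measure – percent IMP-1 inhibition derived from blank-referenced optical density · Controls – Enzyme-plus-DMSO low control, enzyme-free DMSO high control · Replication – singlicate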
IDE cell inh – human IDE inhibitors in live cells, primary screen, fluorescence polarization, HEK cells, FAbetaB substrate; FAbetaB cleavage; inhibition, % at 5.59 µM; 0.41% of 320,000 active; AID 434962, 2010;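 active means percent inhibition above the average of all tested compounds plus 3 SD, set per screening campaign, cut at about 16% in these data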;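 further: IDE supplied by intact live HEK cells; FP after avidin binding of uncleaved biotin substrate so inhibition keeps polarization high; 0% = DMSO wells and 100% = 60 µM reference IDE inhibitor Ii1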
M18AAP inhibitor – PfM18AAP inhibitors, malaria aminopeptidase, primary screen, biochemical, QFRET, recombinant enzyme; H-Glu-NHMec fluorogenic cleavage; inhibition, % at 7.35 µM; M18 aspartyl aminopeptidase (Plasmodium falciparum 3D7); 1.2% of 290,000 active;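 active means inhibition above the campaign mean inhibition over all tested compounds plus 3 SD, cut at about 28% in these data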;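 further: 0% = plate median of test compound wells and 100% = 2 mM ZnCl2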
Active calls of the source: *; x = no result given.

SMILES | HCV NS3 hel inh | DNA FID counter | SUMO HTRF inh | p-CIP stab down | VIM-2 inh | IDE act | IMP-1 inh | IDE cell inh | M18AAP inhibitor
CCOC(=O)C1Cc2ccccc2CN1 (configuration not stated) | 4 | 2 | -1 | -18 | -1.5 | 5 | 0.4 | 10 | -1
CC(=O)c1ccc2noc(-c3ccc(Cl)cc3)c2c1 | 16 | -7 | 11 | -7 | 1.3 | 3 | -1.2 | -5 | -20
COc1ccc(CCNC(=O)C(=O)N2CCCCC2)cc1OC | -1 | 0 | 15 | 4 | -1.7 | 2 | -2.4 | 3 | 4
Fc1ccc(-c2cc(C(F)(F)F)nc(NCc3cccs3)n2)cc1 | -4 | 1 | -18 | -11 | -2.6 | 6 | -2.3 | -6 | 2
COc1ccc(NC(=O)COC(=O)/C=C/C(=O)OCC(=O)Nc2ccc(OC)c(Cl)c2)cc1Cl | -9 | -7 | -4 | -14 | -1.4 | 0 | -2.9 | -5 | -11
CCCn1c(NCc2ccco2)nc2c1c(=O)n(C)c(=O)n2C | 7 | -2 | 21 | 2 | -1.8 | 3 | -3.3 | 5 | 7
Cc1ccc(-c2nc(P(=O)(c3ccccc3)c3ccccc3)c(N3CCOCC3)o2)cc1 | -5 | -41 | -11 | -8 | -4.2 | 2 | -1.8 | 0 | 6
O=[N+]([O-])c1cc(C(F)(F)F)cc([N+](=O)[O-])c1NCCCNc1ccc([N+](=O)[O-])c2cccnc12 | -3 | 4 | 0 | -5 | -4.8 | 6 | -2.6 | 6 | -10
S=C(Nc1ccc(Cl)c(Cl)c1)NN1CCOCC1 | -3 | -1 | -5 | -3 | -1.4 | -3 | -1.9 | 10 | -2
N/C(Cn1cncn1)=N\NC(=O)C(=O)Nc1ccc(Cl)cc1Cl | -9 | -3 | 5 | 5 | -2.5 | 1 | -2.0 | -1 | -1
O=C(NC(=O)c1ccccc1)OCC1CCCN2CCCCC12 (configuration not stated) | 8 | -1 | 0 | 9 | -4.7 | 7 | -3.0 | -5 | -9
CCC(CC)NC(=O)COC(=O)c1ccc(OCC(=O)Nc2ccccc2OC)c(OC)c1 | 2 | -7 | 31 | -4 | 0.4 | 5 | -1.0 | 2 | -5
CCN(CC)c1nc2c(c(=O)n(C)c(=O)n2C)n1CCCc1ccccc1 | -2 | -35 | 2 | 3 | -1.2 | 0 | -3.7 | 3 | -6
CN(C)CC1(c2ccccc2)CCCC1 | 2 | -2 | 24 | -12 | -5.8 | 1 | -1.4 | 7 | 1
COc1ccc(NC(=O)c2nc[nH]c2C(=O)Nc2ccccc2C)cc1 | -6 | -4 | 39 | -8 | -2.5 | -2 | -4.3 | 2 | -3
Cc1nc(NCc2ccccc2)sc1C(=O)Nc1ccccc1 | 0 | 8 | 12 | -7 | -1.5 | 2 | -1.2 | 0 | 4
CCCNc1nc(NCC)nc(OC)n1 | -3 | -2 | 6 | -26 | -1.7 | 8 | -2.4 | 8 | 4
COc1cccc(NC(=O)CSc2nnc(CN3CCOCC3)n2C)c1 | 7 | 2 | 6 | -5 | -2.1 | -15 | -2.0 | 12 | -3
COCCn1c(=NC(=O)CCS(=O)(=O)c2ccccc2)sc2cc(C(=O)OC)ccc21 | -7 | -16 | 8 | 0 | 0.2 | 3 | -1.2 | -2 | -2
COCCNc1nc2nonc2nc1N1C[C@H]2CC[C@H]1C2 | -3 | -3 | 2 | 0 | -1.9 | 10 | -0.3 | -1 | 0
O=C(NCCCN1CCCC1=O)c1csc2ccccc12 | 2 | -1 | 1 | 0 | -1.6 | 4 | -0.9 | -1 | -7
COc1ccnc(-n2cccc2/C=N/O)c1C#N | 0 | -1 | 20 | -8 | -0.8 | -3 | -1.1 | -4 | -1
COc1ccc(C(C(=O)NC(C)(C)C)N(Cc2cccs2)C(=O)CCC(=O)Nc2cc(C)on2)cc1 (configuration not stated) | 3 | -30 | 26 | -15 | -2.5 | 7 | -3.3 | -4 | -1
CC(=O)c1cccc(NC(=S)NC(=O)CC(C)C)c1 | -7 | -8 | 4 | 4 | -1.1 | 3 | -1.8 | 6 | -10

10 compounds out of the list, arranged by SMILES length, high to low:
SMILES | HCV NS3 hel inh | DNA FID counter | SUMO HTRF inh | p-CIP stab down | VIM-2 inh | IDE act | IMP-1 inh | IDE cell inh | M18AAP inhibitor
O=[N+]([O-])c1cc(C(F)(F)F)cc([N+](=O)[O-])c1NCCCNc1ccc([N+](=O)[O-])c2cccnc12 | -3 | 4 | 0 | -5 | -4.8 | 6 | -2.6 | 6 | -10
COc1ccc(NC(=O)c2nc[nH]c2C(=O)Nc2ccccc2C)cc1 | -6 | -4 | 39 | -8 | -2.5 | -2 | -4.3 | 2 | -3
N/C(Cn1cncn1)=N\NC(=O)C(=O)Nc1ccc(Cl)cc1Cl | -9 | -3 | 5 | 5 | -2.5 | 1 | -2.0 | -1 | -1
Fc1ccc(-c2cc(C(F)(F)F)nc(NCc3cccs3)n2)cc1 | -4 | 1 | -18 | -11 | -2.6 | 6 | -2.3 | -6 | 2
COc1cccc(NC(=O)CSc2nnc(CN3CCOCC3)n2C)c1 | 7 | 2 | 6 | -5 | -2.1 | -15 | -2.0 | 12 | -3
COCCNc1nc2nonc2nc1N1C[C@H]2CC[C@H]1C2 | -3 | -3 | 2 | 0 | -1.9 | 10 | -0.3 | -1 | 0
O=C(NC(=O)c1ccccc1)OCC1CCCN2CCCCC12 (configuration not stated) | 8 | -1 | 0 | 9 | -4.7 | 7 | -3.0 | -5 | -9
CC(=O)c1cccc(NC(=S)NC(=O)CC(C)C)c1 | -7 | -8 | 4 | 4 | -1.1 | 3 | -1.8 | 6 | -10
COc1ccnc(-n2cccc2/C=N/O)c1C#N | 0 | -1 | 20 | -8 | -0.8 | -3 | -1.1 | -4 | -1
CN(C)CC1(c2ccccc2)CCCC1 | 2 | -2 | 24 | -12 | -5.8 | 1 | -1.4 | 7 | 1

The results go on:
SMILES | HCV NS3 hel inh | DNA FID counter | SUMO HTRF inh | p-CIP stab down | VIM-2 inh | IDE act | IMP-1 inh | IDE cell inh | M18AAP inhibitor
CC1Cc2ccccc2N1Cc1cc(=O)n2ccsc2n1 (configuration not stated) | 3 | -10 | 17 | 5 | -0.8 | 9 | 0.4 | 0 | 4
CC1CCN(S(=O)(=O)c2ccc(N/N=C(/C#N)C(N)=O)cc2)CC1 | -5 | 2 | 11 | 1 | -1.4 | 1 | -1.9 | -6 | 3
CCOC(=O)N1CCN(c2nc3ccccc3nc2C(C#N)C(=O)NCCc2ccccc2)CC1 (configuration not stated) | 18 | 4 | -7 | -11 | 0.8 | 1 | -3.3 | 3 | -2
COc1cc(C(=O)NCCc2c[nH]c3ccccc23)ccc1OCc1c(C)noc1C | 0 | -22 | -3 | -2 | 2.1 | 3 | -1.2 | -3 | -1
Cc1c(CC(=O)N2CCN(C(=O)C3COc4ccccc4O3)CC2)c(=O)oc2c(O)c(O)ccc12 (configuration not stated) | 13 | -64 | 27 | -3 | 0.6 | 0 | -4.3 | 7 | 57*
CCN(CC)CC(=O)c1c[nH]c2ccc(C)cc12 | 2 | 3 | 11 | -8 | -0.8 | 1 | -0.4 | 1 | -8
CC(C)(C)n1nc2c(c1NC(=O)c1c(F)cccc1F)CS(=O)(=O)C2 | -1 | -1 | x | -1 | 0.9 | 4 | 0.5 | -6 | -13
Cc1ccc(-c2cc3ncc(C#N)c(N)n3n2)cc1 | -1 | -7 | 1 | 12 | -0.3 | 1 | -1.2 | 4 | 1
O=[N+]([O-])c1c(C(Cl)Cl)nn(-c2ccccc2)c1N1CCCC1 | 10 | 11 | 6 | -5 | 0.7 | 2 | -2.4 | 3 | 0
Cc1ccccc1OCC(O)Cn1c(NCc2ccco2)nc2c1c(=O)[nH]c(=O)n2C (configuration not stated) | 3 | -27 | -8 | -11 | -3.0 | 5 | -3.3 | 2 | 5
COc1cccc(CNC(=O)C(=O)NCCc2ccc(OC)c(OC)c2)c1 | 6 | -13 | -9 | 2 | -0.3 | 0 | -2.2 | 3 | 2
COc1cccc2c1OCC(CN1CCN(Cc3ccccc3F)C(CCO)C1)=C2 (configuration not stated) | 9 | -8 | 5 | 9 | -1.8 | 2 | -0.6 | -5 | 1
O=C1N=C(C=c2ccc(=Cc3[nH]c(=O)[nH]c3O)cc2)C(=O)N1 | 3 | 0 | 35 | 6 | 1.7 | x | 0.4 | 3 | 1
COc1ccc2[nH]c(C(=O)NCCc3ccccc3)cc2c1 | 5 | -8 | 8 | -14 | -2.8 | x | -1.5 | 2 | -4
COc1cccc(NC(=O)c2c(C)nn(-c3ccccc3)c2Cl)c1 | 5 | -34 | 5 | -6 | -3.1 | -1 | -2.2 | x | 3
CCCCn1nc(NC(=O)c2cccs2)c2cc3cc(OC)ccc3nc21 | -14 | -9 | -7 | 1 | -3.3 | 2 | -1.2 | 0 | 0
Cc1ccccc1-n1ncc2c1CC(C)(C)CC2NC(=O)c1ccncc1 (configuration not stated) | -3 | -26 | 4 | -14 | -1.7 | -1 | 0.2 | -2 | -6
Cc1noc(C)c1S(=O)(=O)N(CC(=O)NCCc1ccccc1)c1ccc(C(C)C)cc1 | 37* | -30 | -6 | 3 | -0.8 | 6 | -1.2 | 5 | 8
CCOc1ccc(Nc2nc(N(C)c3ccccc3)nc(N)c2[N+](=O)[O-])cc1 | -11 | -7 | 13 | -14 | -2.1 | 6 | -0.9 | 0 | -11
CC(=O)c1c(C)oc(C)c1CSCc1ccc(C(=O)O)o1 | 15 | -10 | 10 | -23 | 0.2 | 3 | 3.9 | 4 | -23
CCOc1nc(Nc2ccc(OC)c(Cl)c2)nc(OCC)n1 | -3 | -11 | -20 | 5 | 10* | 4 | -4.3 | 0 | 5
CCN(CC)C(=O)COc1ccc2oc(-c3ccco3)cc(=O)c2c1 | 14 | -15 | 53* | -11 | -2.1 | 1 | -3.0 | 7 | 4
Cc1cccc(NC(=O)CCc2c(C)nn(-c3ccc(N4CCCCC4)nn3)c2C)c1 | -28 | -50 | 5 | 7 | -7.0 | 3 | -4.4 | 4 | -2
O=C(NCc1ccccn1)C1COc2ccccc2O1 (configuration not stated) | -2 | -17 | 22 | -2 | -3.0 | 4 | -1.3 | 1 | -5
COc1ccc(NC(=O)CC2Nc3cc(C)c(C)cc3NC2=O)c([N+](=O)[O-])c1 (configuration not stated) | 4 | 6 | 12 | -6 | -1.5 | 6 | -1.7 | -13 | 3
